Assay outcomes: PubChem, Dana-Farber Cancer Institute and Novartis Institutes for BioMedical Research (Cambridge, Mass)
USP17 block = inhibitors of human USP17 deubiquitinase. A8MUK1. purified USP17, Ub-rhodamine cleavage fluorescence, 3 h. inhibition, % at 50 µM. 47,000 tested, 6.5% active
USP8 block = human USP8 deubiquitinase inhibition | P40818 | purified USP8, Ub-rhodamine cleavage fluorescence, 30 min | inhibition, % at 20 µM | 47,000 tested, 4.2% active
USP7 inh = human USP7 deubiquitinase inhibition | Q93009 | purified USP7, Ub-rhodamine cleavage fluorescence | inhibition, % at 20 µM | 47,000 tested, 0.3% active
USP28 inh = blocks human USP28 ubiquitin-rhodamine cleavage; Q96RU2; inhibition, % at 25 µM; 47,000 tested, 3% active; AID 1645857; purified USP28, Ub-rhodamine cleavage fluorescence, 30 min
OTUD3 inh = human OTUD3 deubiquitinase inhibition. purified OTUD3, Ub-rhodamine fluorescence, 2 h. inhibition, % at 25 µM. 47,000 tested, 0.7% active
UCHL1 inh = inhibitors of human UCHL1 deubiquitinase. purified UCHL1, Ub-rhodamine cleavage fluorescence. inhibition, % at 20 µM. 47,000 tested, 0.2% active. P09936
USP10 inh = blocks human USP10 ubiquitin-rhodamine cleavage | Q14694 | purified USP10, Ub-rhodamine fluorescence, 60 min | inhibition, % at 20 µM | 47,000 tested, 1.1% active | AID 1645856
Target sequence (Q14694 whole entry, looked up): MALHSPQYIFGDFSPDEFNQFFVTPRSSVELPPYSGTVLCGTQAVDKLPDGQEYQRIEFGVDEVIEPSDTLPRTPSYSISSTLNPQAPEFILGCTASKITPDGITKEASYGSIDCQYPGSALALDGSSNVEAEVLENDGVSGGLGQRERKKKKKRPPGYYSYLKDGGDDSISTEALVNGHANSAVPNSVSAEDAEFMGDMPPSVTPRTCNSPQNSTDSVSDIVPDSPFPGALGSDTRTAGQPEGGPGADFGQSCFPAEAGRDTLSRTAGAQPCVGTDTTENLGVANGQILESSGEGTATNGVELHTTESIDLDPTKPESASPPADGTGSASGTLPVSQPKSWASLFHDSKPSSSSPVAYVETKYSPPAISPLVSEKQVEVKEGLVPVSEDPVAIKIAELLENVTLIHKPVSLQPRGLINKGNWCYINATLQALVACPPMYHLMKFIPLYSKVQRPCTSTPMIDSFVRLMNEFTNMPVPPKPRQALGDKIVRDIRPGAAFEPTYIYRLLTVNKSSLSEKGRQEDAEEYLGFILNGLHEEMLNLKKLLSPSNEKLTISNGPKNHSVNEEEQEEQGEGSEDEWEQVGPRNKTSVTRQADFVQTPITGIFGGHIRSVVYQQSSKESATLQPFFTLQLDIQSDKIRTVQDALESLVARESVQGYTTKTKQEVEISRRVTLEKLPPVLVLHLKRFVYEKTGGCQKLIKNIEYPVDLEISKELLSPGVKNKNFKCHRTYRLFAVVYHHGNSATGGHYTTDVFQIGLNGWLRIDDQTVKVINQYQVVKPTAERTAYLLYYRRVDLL
USP30 inh = blocks human USP30 ubiquitin-rhodamine cleavage; Q70CQ3; purified USP30, Ub-rhodamine cleavage fluorescence; inhibition, % at 25 µM; 47,000 tested, 5.3% active
Starred values were filed as active, the others as inactive; / = no result given. Cut-off read from the data, not from the text of the source: active = inhibition above about 30%; inactive = the rest.

Below each SMILES – USP17 block | USP8 block | USP7 inh | USP28 inh | OTUD3 inh | UCHL1 inh | USP10 inh | USP30 inh
Cc1cc(=O)cc(C2CCN(Cc3cnc(C(C)C)nc3)CC2)[nH]1
    -6 | -2 | -2 | -3 | -4 | -1 | -2 | -15
CCS(=O)(=O)N1CC(=O)N(c2ccc(C)cc2C)C(C)(C(=O)NC2CCCCCC2)C1 (stereo unspecified)
    -4 | -7 | -2 | -4 | 0 | -1 | 1 | 0
c1ccc(-c2nc(-c3nnn(-c4ccccc4)c3-c3ccncc3)no2)cc1
    51* | 10 | 0 | -6 | 2 | -1 | 2 | 10
COc1ccc(C2[C@@H]3CCCC[C@]3(O)CCN2CC(=O)Nc2ccc(C)cc2)cc1 (stereo partly specified)
    -22 | -27 | -7 | -28 | -25 | -4 | -1 | -68
Cc1nc(-c2ccc3c(c2)nnn3CCN2CCOCC2)no1
    6 | 3 | 4 | 16 | 41* | 0 | -1 | 20
CCN1C[C@H]2CCN(C(=O)c3ccn[nH]3)CC[C@H]2S1(=O)=O
    -10 | -21 | 0 | -9 | -8 | -2 | 0 | -12
Cc1cc(C)cc(C(=O)N2C[C@@H]3C[C@H](NC(=O)c4cccnc4)[C@H]2C3)c1
    0 | 3 | 3 | / | 1 | 2 | 0 | /
Cc1ccsc1CN(C(=O)c1cc2ccccc2oc1=O)C1CCS(=O)(=O)C1 (stereo unspecified)
    -16 | -3 | -1 | -5 | -3 | -3 | -4 | -17
O=C(NCc1ccccc1Cl)c1c(O)c2ccccc2[nH]c1=O
    13 | 23 | 10 | 13 | 5 | 1 | 12 | 14
Cc1ccc(-c2nc(SCC(=O)c3c(N)n(C4CC4)c(=O)[nH]c3=O)n[nH]2)cc1
    -64 | 5 | -10 | -39 | -25 | 1 | 3 | -116
N#Cc1c(-c2ccccc2)cc(N2CCN(C3CCCCC3)CC2)n2c1nc1ccccc12
    -26 | -52 | -10 | -25 | -21 | -18 | -5 | -71
Cc1ccc(CNC(=O)C2CN(S(C)(=O)=O)c3ccccc3O2)cc1 (stereo unspecified)
    4 | 8 | 4 | 3 | 12 | 2 | 2 | 3
COc1cc(C)c2c(=O)c3c(oc2c1)C(=O)c1c(O)c(OC)cc(O)c1C3=O
    71* | -7 | -63 | 35* | 33* | 11 | -7 | -30
CN(C)S(=O)(=O)Oc1ccsc1C(=O)Nc1cccc(C(F)(F)F)c1
    5 | 12 | -10 | -2 | -4 | 3 | 3 | -26
COCCOCc1nc2n(n1)C(CC(=O)Nc1cccc3ccccc13)C(=O)N2 (stereo unspecified)
    6 | 0 | 4 | 3 | 6 | 1 | 0 | -34
COc1cc(C2C3=C(CC(c4ccccc4)CC3=O)Nc3ccccc3N2C(=O)C2CC2)cc(OC)c1OC (stereo unspecified)
    45* | 1 | / | 0 | 6 | 0 | 0 | 12
COc1ccc2nc(SCC(=O)Nc3ccc(NC(C)=O)cc3)n(S(=O)(=O)c3ccc(Cl)cc3)c2c1
    -14 | -25 | 0 | -3 | -13 | -5 | -1 | -5
CCc1ccc(NS(=O)(=O)c2ccc(-c3cnc(C)o3)cc2)cc1
    5 | 6 | 8 | 9 | 3 | 7 | 2 | 6
CCN1CCCCC12Cc1ccccc1CN(S(C)(=O)=O)C2 (stereo unspecified)
    -18 | -79 | 12 | -2 | 2 | 4 | 3 | 2
Cc1cc(C)nc(-n2nc(C)cc2NC(=O)c2cccc(Cl)c2)n1
    4 | -14 | 1 | -2 | 0 | -1 | 0 | -59
Cc1cc(=O)[nH]c2nnc(-c3cccc([N+](=O)[O-])c3)n12
    -25 | -145 | 2 | -1 | 1 | -1 | 0 | -15
COc1ccccc1-n1cnc2cc(C(=O)NCCN3CCOCC3)ccc21
    -1 | -8 | 1 | -1 | 2 | 0 | -3 | 0
CC1=C(c2ccc(C)c(C)c2)S(=O)(=O)N=C1N1CCC(NC(=O)C2CCOC2)CC1 (stereo unspecified)
    21 | 11 | 4 | 3 | 12 | 4 | 5 | 23
O=C(CN1CCC2(CCC1=O)NC(=O)c1ccccc1O2)NCc1ccc(F)cc1 (stereo unspecified)
    9 | -3 | 3 | 12 | 10 | 3 | 2 | 19
Cc1ccc(-n2nc(C(=O)N3CCCC3)cc2-c2cccnc2)cc1
    / | 0 | -1 | -1 | -2 | 0 | -3 | 0
COc1ccc2c(c1)C/C(=C/c1ccc(OC)cc1OC)CC2=O
    12 | 19 | 8 | 4 | 4 | 4 | 10 | 14
Cc1ccc(N2CC[C@@H]3[C@@H]2CCN3C(=O)N2CCCC2)nn1
    -43 | -102 | 2 | -16 | -50 | 1 | -5 | -90
CC(NC(=O)CN(C)c1nnc(N2CCCC2=O)s1)c1ccccc1 (stereo unspecified)
    5 | 3 | 2 | 5 | 10 | 2 | 0 | 27
O=C(c1ccccc1F)N1CCN(c2nc(-c3ccc(Cl)cc3)no2)CC1
    -6 | -1 | -84 | 9 | -1 | 0 | 3 | 44*
Cc1cc(C)cc(NC(=O)C2CCCN(S(=O)(=O)N3CCOCC3)C2)c1 (stereo unspecified)
    1 | -137 | 3 | 9 | 8 | 4 | -2 | 8
Cc1nc2ccc(Cl)cc2cc1C(=O)N1CCN(C)c2nc3ccccc3nc21
    -43 | -17 | -10 | -68 | -49 | -2 | -11 | -355
CCN(Cc1ccccc1)C(=O)c1csc(C(=O)NC2CC2)n1
    2 | 2 | 0 | -2 | 4 | 0 | 1 | 13
Cn1c(=O)c2c(-c3ccccc3)n(CCO)cc2n(C)c1=O
    -19 | -116 | 0 | -7 | 0 | -1 | -1 | 0
O=C(c1cnn(-c2ccccc2)n1)N1CCN(C(=O)c2cnn3ccccc23)CC1
    -4 | -3 | 5 | 4 | 6 | 3 | 0 | 0
CC(=O)N1Cc2ccccc2OC2(CCN(C(=O)c3cccc4[nH]ccc34)CC2)C1
    5 | -2 | 0 | 3 | -1 | -1 | -1 | 5
O=C(CC1CCCC1)N1CCCC(c2nn(CCOc3ccccc3)c3nccnc23)C1 (stereo unspecified)
    15 | 12 | -52 | 18 | 13 | 2 | 5 | 23
Cc1oc(CNC(=O)c2cccc(Cl)c2)nc1C(=O)N1CCCC1
    4 | 1 | 0 | 2 | 0 | 0 | 1 | 9
O=C(NC[C@]1(O)CCN(CC2CCCCC2)C[C@H]1O)c1cnccn1
    7 | 12 | 4 | 7 | 1 | 0 | 2 | 12
O=C(C1CCCN(c2cnc3nccnc3c2)C1)N1CCN(c2ccccn2)CC1 (stereo unspecified)
    -124 | -105 | -47 | -118 | -107 | -44 | -11 | -478
Cc1cc(C)c(NC(=O)c2ccc(NS(=O)(=O)c3ccccc3)cc2)c(C)c1
    6 | 23 | 4 | 12 | 11 | 0 | 4 | 27

Next section
smiles	USP17 block	USP8 block	USP7 inh	USP28 inh	OTUD3 inh	UCHL1 inh	USP10 inh	USP30 inh
COc1ccc(-c2[nH]c3ccccc3c2SCCNC(=O)c2ccc(S(=O)(=O)N3CCOCC3)cc2)cc1	57*	-9	5	33*	12	-3	11	22
CC(=O)Nc1ccc(C(=O)N2Cc3ccccc3CN3C(=O)NC(=O)C3C2)cc1 (stereo unspecified)	-3	-43	3	6	8	4	0	22
CC(C)C(=O)N1CCCC(c2ccnc3ncnn23)C1 (stereo unspecified)	0	-4	-2	-5	0	-7	0	0
Cc1ccccc1-c1noc(-c2c(O)c3ccccc3[nH]c2=O)n1	-2	3	2	-4	-15	-3	-2	-1
O=C(c1cc2ccccc2[nH]1)N1CCC(O)(CN2CCCC2)C1 (stereo unspecified)	12	15	1	5	6	0	0	18
CCCC(=O)c1c(-c2ccccc2)c2c3n(c(-c4ccc(Cl)cc4)cn13)CCCC2	-71	-34	-7	-84	-64	-7	-9	-337
Cc1ccc(-n2c(=O)[nH]c3c(C(N)=O)nc(-c4cccnc4)nc32)cc1	34*	7	4	19	31*	0	-4	34*
Cc1cc(-c2cnc(C)nc2C2CCN(CC(=O)N3CCCC3)CC2)on1	-7	5	0	-5	-3	-2	0	-28
COc1cccc(N2CC(=O)Nc3c(oc4nc(-c5ccccc5)cc(C)c34)C2=O)c1	3	32*	8	4	22	8	26	37*
Cc1ccccc1C(CC(=O)Nc1ccc(F)c(F)c1)n1cccc1 (stereo unspecified)	7	-48	-75	4	0	2	3	-27
Fc1ccccc1-c1nnc(SCc2ccccc2)n1Cc1ccccc1	48*	29	1	64*	35*	6	12	56*
CC1=C(c2ccccc2)S(=O)(=O)N(CC(=O)Nc2ccc(F)cc2C)C1=O	1	11	8	8	9	3	-3	15
COc1ccc(S(=O)(=O)N(CC(=O)N2CCOCC2)c2ccc(Cl)cc2)cc1	9	11	-10	16	12	2	-1	17
Cc1cc(-c2ncc(C)[nH]2)nc(CC2CCN(c3ncccn3)CC2)n1	-10	-15	1	-10	-5	-3	-1	-15
O=C(c1nnn(-c2ccc(OC(F)(F)F)cc2)n1)N1CCCC1	-2	1	-2	0	2	-3	3	3
O=C(Nc1ccccc1C(=O)O)c1ccc(CSCc2ccccc2)cc1	39*	-18	-34	31*	21	6	51*	-25
CC(C)NC(=O)c1ccc2c(c1)nc1n2CCN(Cc2ccco2)C1	-23	-3	1	-22	-8	-3	-4	-41
COc1ccc(CSc2cccc3ccc(C)nc23)cc1F	-3	-8	4	-5	3	-4	0	-9
CCOC(=O)c1cc2c(ccn2C)n1Cc1ccc(C#N)cc1	20	71*	-17	-35	-29	-6	-6	-135
COC(=O)c1cc(NC(=O)Nc2cccc(Cl)c2)cc(C(=O)OC)c1	22	7	14	4	3	9	19	28
COc1ccc2[nH]c3c(c2c1)CCN1C(=O)N(c2cccc4ccccc24)C(=O)[C@]31C	9	15	6	11	5	7	3	0
O=C(c1ccccc1)c1cccc2c1NCC2	16	23	-20	43*	11	3	2	20
CCC1CCCCN1CC(=O)Nc1ccc2c(c1)OCCO2 (stereo unspecified)	3	12	-2	1	-2	-1	0	-12
O=C(c1ccccc1)N1CCC(c2cccc(Cc3cccc(F)c3)n2)CC1	4	-10	-10	43*	-1	1	6	4
COCCNC(=O)c1cc(-c2cnc(-c3cccc(F)c3)nc2)cn1C	18	-2	1	3	1	1	-3	23
Cc1ccccc1C(=O)N1CCC2(CC1)COCCN(Cc1cccnc1)C2	-5	-35	20	-2	1	0	-1	8
COc1ccccc1NC(=O)c1coc(NC(=O)c2ccccc2)n1	-12	-39	-3	-2	0	-4	0	-14
CCCC(C(=O)Nc1ccccc1)N1Cc2ccccc2C1=O (stereo unspecified)	5	17	0	10	6	1	3	14
O=C1NCCCn2cc(S(=O)(=O)NC3CCCCCC3)cc21	-38	-181	-5	-10	-1	-1	0	-81
Cc1[nH]ncc1CNC(=O)c1cccc(C2CCCN(C(=O)Nc3ccccc3)C2)c1 (stereo unspecified)	3	-9	3	3	0	1	-3	5
